RTF Ca sens act – cardiac RTF calcium sensitization. P19429+P45379. IANBD-labeled TnC RTF fluorescence at EC20 calcium; 0% EC20 calcium, 100% full calcium. activation, % at 7.2 µM. 340,000 compounds, 0.24% hits;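 active = activation above the mean over all tested compounds plus 3 SD, cut at about 30% in these data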;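 note: rise in fluorescence read as greater calcium sensitivity of cardiac thin filaments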
Wnt bcat act – Wnt/beta-catenin pathway activation; Wnt/beta-catenin reporter cell assay, activator, plate reader; activation, % at 9.35 µM; 300,000 compounds, 1.2% hits; in the data active = activation above about 30%, passing the limit was not always enough;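 note: 0% = neutral control wells and 100% = positive control wells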
HTR5A ag ctr – activates human HTR5A in OPRM1-OPRD1 agonist counter-screen; P47898; HTR5A agonist assay, luminescence, cell-based; activation, % at 9.3 µM; 340,000 compounds, 0.61% hits; AID 504692; in the data active = activation mostly above about 9.5%, no sharp cut-off; inactive = mostly below about 7.6%;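 note: 0% = cells with vehicle only and 100% = reference agonist; strong numbers were not always called active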
Target sequence (P47898 whole entry, looked up): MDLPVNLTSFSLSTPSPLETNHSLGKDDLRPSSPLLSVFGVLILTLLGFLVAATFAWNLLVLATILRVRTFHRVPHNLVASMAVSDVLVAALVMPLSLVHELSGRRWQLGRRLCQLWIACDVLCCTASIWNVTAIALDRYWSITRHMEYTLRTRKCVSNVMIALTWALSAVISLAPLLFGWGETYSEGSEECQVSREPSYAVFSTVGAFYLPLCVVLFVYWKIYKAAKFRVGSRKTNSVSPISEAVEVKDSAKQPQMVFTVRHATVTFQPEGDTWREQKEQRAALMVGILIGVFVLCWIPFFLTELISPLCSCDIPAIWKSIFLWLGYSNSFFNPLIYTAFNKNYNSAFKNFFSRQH
Rtt109 Vps75 – inhibitors of Candida albicans Rtt109/Vps75 histone acetyltransferase; Q5AAJ8; purified Rtt109/Vps75, ThioGlo CoA-SH fluorescence, 4 h; inhibition, % at 34.9 µM; 330,000 compounds, 0.16% hits;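 active = inhibition of at least 50% in every replicate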
Target sequence (Q5AAJ8 whole entry, looked up): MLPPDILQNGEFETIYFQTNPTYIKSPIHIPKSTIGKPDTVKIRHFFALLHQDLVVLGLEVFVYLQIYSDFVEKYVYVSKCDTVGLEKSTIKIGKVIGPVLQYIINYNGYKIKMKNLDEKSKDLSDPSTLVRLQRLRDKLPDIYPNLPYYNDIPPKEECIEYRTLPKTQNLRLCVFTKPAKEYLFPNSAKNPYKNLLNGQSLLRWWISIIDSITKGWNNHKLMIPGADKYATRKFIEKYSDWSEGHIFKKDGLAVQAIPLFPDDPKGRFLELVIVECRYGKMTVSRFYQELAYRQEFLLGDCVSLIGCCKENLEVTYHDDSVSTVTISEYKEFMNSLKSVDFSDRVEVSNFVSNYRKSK
CDK5 inh – blocks human CDK5/p35 kinase activity; Recombinant CDK5/p35, ADP-Glo luminescence, 60 min; inhibition, % at 10 µM; 330,000 compounds, 0.01% hits;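 active = highest replicate inhibition of at least 50% and at least 75% of replicates reaching 50%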;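 note: plate controls were DMSO neutral control for no effect and GW8510 at 10 µM for full effect; many of its hits are not listed in these tables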
SR-BI uptake up – SR-BI HDL lipid transfer activation; activation, % at 12.5 µM; AID 504775; CHO ldlA[mSR-BI] cells, DiI-HDL uptake fluorescence, 3 h; 100 = double the neutral-control signal; 320,000 compounds, 0.096% hits;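 active = mean replicate activation of at least 60% and every replicate at or above 60%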;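 note: 0% = median plate neutral-control signal and 100% = twice that signal; values of inactives mirror those of a sister screen read the other way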
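Material: SR-BI-overexpressing, LDLR-lacking CHO cells; schedule: compound exposure 3 h, 37 °C; reagent: DiI-labelled HDL at 10 µg/mL final; technique: bottom-read fluorescence, 550/595 nm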
PvdQ inh – blocks Pseudomonas aeruginosa PvdQ acylase activity | purified PvdQ acylase, fluorescence plate reader | 340,000 compounds, 0.063% hits | inhibition, % at 10 µM | AID 488965; in the data active = inhibition above about 30%, passing the limit was not always enough;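 note: 0% = vehicle neutral wells and 100% = reference inhibitor wells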
MITF TRPM1 HTS – activators of MITF-driven TRPM1 promoter activity in SK-MEL-5 cells | 300,000 compounds, 0.75% hits | activation, % at 12.5 µM | SK-MEL-5 TRPM1-promoter luciferase, 24 h; % of positive control, neutral wells = 0;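 active = mean activation of at least 80% with every replicate also reaching 80%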;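 note: 0% = neutral control wells and 100% = parthenolide positive control wells; values of inactives mirror those of a sister screen read the other way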
SR-BI DiI inh – mouse SR-BI HDL lipid transfer inhibition; Q61009; ldlA[mSR-BI] CHO cells, DiI-HDL uptake fluorescence, 3 h; inhibition, % at 12.5 µM; 320,000 compounds, 0.96% hits;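 active = mean replicate inhibition of at least 70% and a set share of replicates each scoring 70 or more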;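 note: 0% = median of neutral control wells and 100% = median of positive control wells; values of inactives mirror those of a sister screen read the other way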
dFosB activator – mouse delta FosB homodimer activation; P13346; purified delta FosB, TAMRA-CDK5 oligo fluorescence polarization; percent of positive-control signal above neutral wells; activation, % at 25 µM; 340,000 compounds, 0.99% hits; AID 493131;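 active = mean activation above about 17%, with every replicate also reaching it, limit read from the data, passing the limit was not always enough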;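 note: fluorescence polarization rise as delta FosB binds a TAMRA Cdk5 AP-1 oligo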
Target sequence (P13346 whole entry, looked up): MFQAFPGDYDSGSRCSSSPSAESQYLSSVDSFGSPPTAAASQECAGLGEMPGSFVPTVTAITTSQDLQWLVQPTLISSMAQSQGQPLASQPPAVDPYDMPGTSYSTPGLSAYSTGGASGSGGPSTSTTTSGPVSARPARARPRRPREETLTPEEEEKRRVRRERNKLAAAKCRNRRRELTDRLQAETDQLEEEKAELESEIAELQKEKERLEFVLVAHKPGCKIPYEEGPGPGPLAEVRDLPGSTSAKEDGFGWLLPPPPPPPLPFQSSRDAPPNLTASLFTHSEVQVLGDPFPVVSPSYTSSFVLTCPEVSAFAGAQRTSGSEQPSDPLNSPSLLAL
The depositor's hits bear a star. Not a hit list (roughly 4.4% active in at least one column).

Results for Cc1ccc(NC(=O)Cn2c(=O)n(CCC(=O)NC3CCN(Cc4ccccc4)CC3)c(=O)c3ccccc32)cc1 ?
RTF Ca sens act: -3; Wnt bcat act: -3; HTR5A ag ctr: 3; Rtt109 Vps75: -1; CDK5 inh: -0.7; PvdQ inh: -14; MITF TRPM1 HTS: 9; dFosB activator: -9

What do the screens show for `NC(=O)c1c(NC(=O)CN2C(=O)CCC2=O)sc2c1CCCCC2`?
RTF Ca sens act: -2; Wnt bcat act: -1; HTR5A ag ctr: 10; Rtt109 Vps75: 2; CDK5 inh: 11; PvdQ inh: -17; MITF TRPM1 HTS: 4; dFosB activator: -1

How did O=C(O)Cc1ccc(NC(=O)C(c2ccccc2)c2ccccc2)cc1 do in these assays?
RTF Ca sens act: -3; Wnt bcat act: -1; HTR5A ag ctr: -3; Rtt109 Vps75: 3; CDK5 inh: -2.0; SR-BI uptake up: 7; PvdQ inh: -15; MITF TRPM1 HTS: 0; SR-BI DiI inh: -7; dFosB activator: -7

How did COc1ccc(Nc2ncc(C(=O)N3CCN(c4ccc(F)cc4)CC3)c3ccccc23)cc1 do in these assays?
RTF Ca sens act: -4; Wnt bcat act: -5; HTR5A ag ctr: 1; Rtt109 Vps75: 3; CDK5 inh: 0.6; SR-BI uptake up: -44; PvdQ inh: 4; MITF TRPM1 HTS: -6; SR-BI DiI inh: 44; dFosB activator: -8

What do the screens show for `COC(=O)[C@@H]1C[C@H]2CC[C@H](O)C[C@H]2N1Cc1ccccc1OS(=O)(=O)c1ccc(C)cc1`?
RTF Ca sens act: 1; Wnt bcat act: -5; HTR5A ag ctr: 14; Rtt109 Vps75: -2; CDK5 inh: -0.6; SR-BI uptake up: 2; PvdQ inh: -13; MITF TRPM1 HTS: 4; SR-BI DiI inh: -2; dFosB activator: 10

What do the screens show for `CC(C)(C)NC(=O)CN(C(=O)c1csnn1)c1ccccc1-c1ccccc1`?
RTF Ca sens act: 6; Wnt bcat act: -2; HTR5A ag ctr: 6; Rtt109 Vps75: -4; CDK5 inh: -11; SR-BI uptake up: 11; PvdQ inh: -4; MITF TRPM1 HTS: -10; SR-BI DiI inh: -11; dFosB activator: -9

Results for COc1cc2c(cc1OC)C(C)N(C(=O)c1ccc(Br)o1)CC2 (stereo not drawn) ?
RTF Ca sens act: 2; HTR5A ag ctr: 5; Rtt109 Vps75: 4; CDK5 inh: 2.1; SR-BI uptake up: 4; PvdQ inh: -4; MITF TRPM1 HTS: 0; SR-BI DiI inh: -4; dFosB activator: 9

How did CC(C)Oc1ccc(C(=O)Nc2c3c(nn2-c2ccccc2)CS(=O)(=O)C3)cc1 do in these assays?
RTF Ca sens act: 0; Wnt bcat act: -2; HTR5A ag ctr: 2; Rtt109 Vps75: 10; CDK5 inh: 0.4; SR-BI uptake up: -41; PvdQ inh: -6; MITF TRPM1 HTS: -8; SR-BI DiI inh: 41; dFosB activator: -5

What do the screens show for `O=C(N/N=C/c1cc2c(cc1Cl)OCO2)c1ccccn1`?
RTF Ca sens act: -4; Wnt bcat act: 29; HTR5A ag ctr: 7; Rtt109 Vps75: 40; CDK5 inh: 0.8; SR-BI uptake up: -51; PvdQ inh: 2; MITF TRPM1 HTS: 68; SR-BI DiI inh: 51; dFosB activator: -2

What do the screens show for `COc1ccc(CCNC(=O)C/C(C)=N/NC(=O)COc2ccc(C)cc2Br)cc1OC`?
RTF Ca sens act: -6; Wnt bcat act: 1; HTR5A ag ctr: 1; Rtt109 Vps75: 2; CDK5 inh: -0.8; SR-BI uptake up: -55; PvdQ inh: -15; MITF TRPM1 HTS: 5; SR-BI DiI inh: 55; dFosB activator: -6

How did Cc1nc(SCC(=O)Nc2ccc3[nH]c(=O)[nH]c3c2)nc(C)c1C do in these assays?
RTF Ca sens act: 3; Wnt bcat act: -5; HTR5A ag ctr: 2; Rtt109 Vps75: -17; CDK5 inh: 1.0; SR-BI uptake up: 3; PvdQ inh: 7; MITF TRPM1 HTS: -15; SR-BI DiI inh: -3; dFosB activator: -5

What do the screens show for `O=C(COC(=O)c1ccco1)NNC(=O)c1ccc(Cl)cc1`?
RTF Ca sens act: -4; Wnt bcat act: -3; HTR5A ag ctr: 3; Rtt109 Vps75: -4; CDK5 inh: -0.9; SR-BI uptake up: 6; PvdQ inh: -6; MITF TRPM1 HTS: 9; SR-BI DiI inh: -6; dFosB activator: 0

How did COc1cc(NC(=O)CN2C(=O)CN(C)C2=O)c(C)cc1[N+](=O)[O-] do in these assays?
RTF Ca sens act: -5; Wnt bcat act: 0; HTR5A ag ctr: -3; Rtt109 Vps75: 1; CDK5 inh: -0.2; SR-BI uptake up: 28; PvdQ inh: -2; MITF TRPM1 HTS: -10; SR-BI DiI inh: -28; dFosB activator: -3

What do the screens show for `C[C@]12c3[nH]c4ccccc4c3CCN1C(=O)C(CC(=O)NCc1cccc(C(F)(F)F)c1)C[C@@H]2C(=O)N1CCOCC1` (stereo partly drawn)?
RTF Ca sens act: 1; Wnt bcat act: -5; HTR5A ag ctr: -3; Rtt109 Vps75: -8; CDK5 inh: 0.1; SR-BI uptake up: -42; PvdQ inh: -10; MITF TRPM1 HTS: -7; SR-BI DiI inh: 42; dFosB activator: -19

How did Cc1cccc(NCC(=O)N/N=C/c2cccc(Br)c2)c1 do in these assays?
RTF Ca sens act: 2; Wnt bcat act: -1; HTR5A ag ctr: -3; Rtt109 Vps75: -1; CDK5 inh: -1.7; SR-BI uptake up: -4; PvdQ inh: -12; MITF TRPM1 HTS: -3; SR-BI DiI inh: 4; dFosB activator: -5

What do the screens show for `COc1cc2c(cc1OC)CN(C(=O)c1cccs1)CC2`?
RTF Ca sens act: 2; Wnt bcat act: 0; HTR5A ag ctr: 3; Rtt109 Vps75: -9; CDK5 inh: -0.2; SR-BI uptake up: 17; PvdQ inh: -7; SR-BI DiI inh: -17; dFosB activator: 4

Results for CN(Cc1ccccc1)c1nc2c(c(=O)[nH]c(=O)n2C)n1CCSc1nc2ccccc2[nH]1 ?
RTF Ca sens act: 4; HTR5A ag ctr: -3; Rtt109 Vps75: -5; CDK5 inh: -0.2; SR-BI uptake up: 25; PvdQ inh: 8; MITF TRPM1 HTS: -1; SR-BI DiI inh: -25; dFosB activator: -6

Results for CC(Oc1ccccc1)C(=O)N1CCN(c2ccc(N3CCCCCC3)nn2)CC1 (stereo not drawn) ?
RTF Ca sens act: -1; Wnt bcat act: 1; HTR5A ag ctr: 2; Rtt109 Vps75: 7; CDK5 inh: -0.6; SR-BI uptake up: -5; PvdQ inh: 11; MITF TRPM1 HTS: 0; SR-BI DiI inh: 5; dFosB activator: -8

What do the screens show for `CCN1C(=O)CC(N2CCC(C(=O)OC)CC2)C1=O` (stereo not drawn)?
RTF Ca sens act: -5; Wnt bcat act: -3; HTR5A ag ctr: 2; Rtt109 Vps75: -3; CDK5 inh: 1.2; SR-BI uptake up: -4; PvdQ inh: -13; MITF TRPM1 HTS: 4; SR-BI DiI inh: 4; dFosB activator: 4

What do the screens show for `COc1cc(C(=O)OCCNC(=O)c2ccncc2)cc(OC)c1OC`?
RTF Ca sens act: 1; HTR5A ag ctr: -3; Rtt109 Vps75: 10; CDK5 inh: -1.1; SR-BI uptake up: 24; PvdQ inh: 7; MITF TRPM1 HTS: 7; SR-BI DiI inh: -24; dFosB activator: -3

How did CN(C)S(=O)(=O)c1cccc(C(=O)Nc2ccc3c(c2)CCC3)c1 do in these assays?
RTF Ca sens act: 5; Wnt bcat act: 25; HTR5A ag ctr: -1; Rtt109 Vps75: 0; CDK5 inh: 0.6; SR-BI uptake up: -60; PvdQ inh: -14; MITF TRPM1 HTS: 48; SR-BI DiI inh: 60; dFosB activator: -11

What do the screens show for `CN(C)c1ccc(C#Cc2ccc3cc(CCO)oc(=O)c3c2)cc1`?
RTF Ca sens act: -2; HTR5A ag ctr: -3; Rtt109 Vps75: -5; CDK5 inh: 0.5; SR-BI uptake up: -42; PvdQ inh: -12; MITF TRPM1 HTS: 128*; SR-BI DiI inh: 42; dFosB activator: -3

What do the screens show for `CSc1ncccc1C(=O)N1CCN(S(=O)(=O)c2ccc3c(c2)OCCO3)CC1`?
RTF Ca sens act: 2; Wnt bcat act: -2; HTR5A ag ctr: -5; Rtt109 Vps75: -3; CDK5 inh: -2.7; SR-BI uptake up: 12; PvdQ inh: -15; MITF TRPM1 HTS: -4; SR-BI DiI inh: -12; dFosB activator: -1

How did CCOC(=O)c1c(C)[nH]c(C(=O)COC(=O)/C=C/c2ccc(OC(F)F)cc2)c1C do in these assays?
RTF Ca sens act: -1; HTR5A ag ctr: 2; Rtt109 Vps75: -21; CDK5 inh: 0.8; SR-BI uptake up: -27; PvdQ inh: -15; MITF TRPM1 HTS: 1; SR-BI DiI inh: 27; dFosB activator: -1

How did COc1ccc(NC(=O)CSc2nnc(-c3ccccc3)n2N)cc1 do in these assays?
RTF Ca sens act: -4; HTR5A ag ctr: -2; Rtt109 Vps75: 59*; CDK5 inh: 0.8; SR-BI uptake up: -8; PvdQ inh: 9; MITF TRPM1 HTS: 6; SR-BI DiI inh: 8; dFosB activator: 4

What do the screens show for `O=C(COC(=O)c1ccc(Cl)nc1)NCCc1ccccc1`?
RTF Ca sens act: 0; Wnt bcat act: -1; HTR5A ag ctr: 6; Rtt109 Vps75: 5; CDK5 inh: -0.3; SR-BI uptake up: 10; PvdQ inh: -10; MITF TRPM1 HTS: 9; SR-BI DiI inh: -10; dFosB activator: 3

What do the screens show for `CCOC(=O)C1(CC2CCCCO2)CCN(Cc2nc(C(C)C)cs2)CC1` (stereo not drawn)?
RTF Ca sens act: -2; Wnt bcat act: -1; HTR5A ag ctr: 1; Rtt109 Vps75: -3; CDK5 inh: -0.8; SR-BI uptake up: 4; PvdQ inh: 5; MITF TRPM1 HTS: -14; SR-BI DiI inh: -4; dFosB activator: 4

Results for CC(C)(C)C(=O)CSc1ncnc2c1cnn2Cc1ccccc1 ?
RTF Ca sens act: 2; Wnt bcat act: -2; HTR5A ag ctr: 3; Rtt109 Vps75: 7; CDK5 inh: -0.1; SR-BI uptake up: 23; PvdQ inh: -5; MITF TRPM1 HTS: 0; SR-BI DiI inh: -23; dFosB activator: -2

How did Cc1ccc(-n2c(C)cc(C(=O)COC(=O)c3c(C)noc3C)c2C)cc1 do in these assays?
RTF Ca sens act: -5; Wnt bcat act: 51*; HTR5A ag ctr: 5; Rtt109 Vps75: 8; CDK5 inh: -2.4; SR-BI uptake up: 7; PvdQ inh: -10; MITF TRPM1 HTS: 50; SR-BI DiI inh: -7; dFosB activator: -6

Results for COc1cc(OC)c(NS(=O)(=O)c2coc(C(N)=O)c2)cc1Cl ?
RTF Ca sens act: -2; Wnt bcat act: -1; HTR5A ag ctr: 2; Rtt109 Vps75: 3; CDK5 inh: 1.7; SR-BI uptake up: 7; PvdQ inh: 0; MITF TRPM1 HTS: 6; SR-BI DiI inh: -7; dFosB activator: 9

Screening data: PubChem, several laboratories
